High-throughput results: PubChem BioAssay, National Center for Advancing Translational Sciences (NCATS)
TDP1 cell noCPT: qHTS for Inhibitors of human tyrosyl-DNA phosphodiesterase 1 (TDP1): qHTS in cells in absence of CPT; Potency, µM (top dose mostly 46.2 µM), inactives show top-dose activity change, negative = growth inhibition, actives largely listed as inhibitors; actives 15% (n = 420,000); DT40 Tdp1-/- hTDP1 cells, no CPT, ATP luminescence, 48 h; AID 686978, 2013; active means well fitted inhibition curve with a large enough effect; inconclusive means small, poorly fitted or top-dose-only effect; further: nearly all actives have a fitted effect of over 55% in size
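DT40 Tdp1-/-;hTDP1 cells, no CPT (DMSO vehicle only), 400 cells/well; compounds pin-transferred; ≥48 hr, 37 °C; CellTiter-Glo 30 min RT dark, luminescence read.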
* = called active by the depositor; ? = inconclusive. On the % scale 0 is the no-effect control and ±100 the full control effect; potency means the concentration at half of the fitted maximal effect. Not all compounds are listed. The share of hits here may be higher or lower than overall.

SMILES	TDP1 cell noCPT
COc1cc(C=C2NC(=O)NC2=O)ccc1O	?
CNC(=O)C[C@H]1C(=O)N(c2ccccc2)C[C@@H]1CSC	-10%
O=C(O)c1ccc([N+](=O)[O-])c2c1C(=O)c1ccccc1C2=O	-22%
CC(C)(C)c1ccc(C(O)c2ncc(-c3ccccc3)[nH]2)cc1 (configuration not stated)	-18%
CCSC(=Nc1ccccc1)N1CCOCC1	3%
CC[C@H](C)[C@H]1CNC(=S)N1CC1CCN(CC2CCC(C)CC2)CC1 (some centres not stated)	-17%
CC(=O)Nc1cc(-c2cccc(C(=O)NCCO)c2)cn2c(-c3cccc(C(F)(F)F)c3)cnc12	23µM*
COc1ccc(NC(=O)C[C@H]2C(=O)N(C3CCCCC3)C[C@@H]2CSC)cc1	?
N/C(=N\NS(=O)(=O)c1ccccc1Cl)c1ccccn1	-13%
CCn1c(=O)c(C(=O)Nc2cccnc2)c(O)c2ccccc21	3%
CN(Cc1ccccc1)C(=O)Nc1ccc(Cl)cc1	-19%
O=C(Nc1ccc(Br)c(Br)c1)C1CCCO1 (configuration not stated)	-8%
CC1(C(=O)N2CCCCC2)CCN1C(=O)C1(c2ccccc2)CC1 (configuration not stated)	-6%
Cc1cc(C)c(C(O)c2ncc(-c3ccccc3F)[nH]2)c(C)c1 (configuration not stated)	?
Cc1oc(-c2ccccc2)nc1C(=O)OCC(=O)NCc1ccc(F)cc1	-30%
CC1(C(=O)NS(=O)(=O)C2CC2)CCN(C(=O)c2ccccc2F)C1 (configuration not stated)	-6%
O=c1[nH][nH]c2c1[C@H](c1ccccc1)O[C@H](C1CCCCC1)C2	-29%
Cc1ccc(-c2nnn(CC(=O)N(CC(=O)NC3CCCCC3)c3cnc4ccccc4c3)n2)o1	-13%
CC(=O)Nc1ccc(NC(=O)c2c(C)c(-c3ccccc3)nc3ccccc23)cc1	0%
O=C(O)c1ccc(NN=CC2=C(N3CCOCC3)/C(=C/c3ccccc3)CC2)cc1	3.3µM*
CC1(C)CC(=O)c2cc(C(=O)NCc3ccccc3)c(=O)[nH]c2C1	-21%
O=S(=O)(c1ccc(F)cc1)c1nc(-c2ccco2)oc1NCCCn1ccnc1	0%
Cc1ccc(N2C(=O)CCC2=O)c(C)c1	-2%
Cc1ccc(C(=O)N(Cc2nnc(-c3ccccc3Cl)o2)C2CC2)o1	18µM*
CCNC1CCC(Nc2ccnc3cc(Cl)ccc23)CC1 (configuration not stated)	9.2µM*
O=[N+]([O-])c1cccc(C=NNc2ccccc2)c1	?
O=C(NCc1ccc(C(F)(F)F)cc1)c1cccc2c(-c3cccnc3)coc12	-30%
Cc1cccc(C)c1OCc1cc(C(=O)N2CCC(C3CCCCC3)C2)no1 (configuration not stated)	?
CCOC1=C2[C@@H](CN(S(=O)(=O)c3ccc(C)cc3)[C@H]2c2ccccc2F)[C@H]2C(=O)NC(=O)[C@H]2C1	-23%
CN(C)c1nc(N)nc2c1ncn2C1OC(CO)CC1O (configuration not stated)	?
Cc1cc2nc(-c3ccccc3)c(Cc3ccccc3)n2c(C)c1Br	?
O=C(O)C(=Cc1ccnc2ccccc12)C(=O)O	-13%
CN(C)c1ncnc2c1ncn2[C@H]1CN(Cc2ccncc2)C[C@@H](CO)O1	?
COc1ccc(OC)c(C(=O)N(Cc2cc3cccc(C)c3nc2N2CCC(O)CC2)C2CC2)c1	?
O=C1C[C@H]2C=CCc3cccc(c32)CN1Cc1ccc(Cl)cc1	13µM*
CC1(C(=O)NS(=O)(=O)c2ccc(Cl)cc2)CCN1C(=O)c1ccccc1CCc1ccccc1 (configuration not stated)	-20%
Cc1ccccc1NC(=O)NCc1cccnc1	2%
Cc1ccc(C(O)c2ncc(-c3ccccc3C(F)(F)F)[nH]2)cc1F (configuration not stated)	?
C[C@@H](NCCCc1cccc(C(F)(F)F)c1)c1cccc2ccccc12	8.4µM*
Cc1csc(NCC(=O)c2c(C)[nH]c3ccccc23)n1	12%
Cc1cnc(C)c(-c2cc(F)cc3c2OC(CNC(=O)Cc2c(C)noc2C)C3)n1 (configuration not stated)	?
COc1ccc(NC(=O)C2Cc3c(-c4ccc(NC(C)=O)cc4)ccnc3O2)cc1 (configuration not stated)	16µM*
CCCCN(C=O)c1c(CC)nc2ccc(C(=O)Nc3cc(-c4ccccc4)ccc3OC)cn12	16µM*
CC(CSC(=O)c1ccccc1)C(=O)N1C[C@@H](Sc2ccccc2)C[C@H]1C(=O)O (some centres not stated)	-4%
CC1(c2nc3ccccc3[nH]2)c2ccccc2C(=O)N1C1CC1 (configuration not stated)	-17%
CN(C)CCNC(=O)c1cccc(-c2cnc3c(NC=O)cc(-c4cccs4)cn23)c1	?
O=C(Nc1ccc(F)c(Cl)c1)c1cc(C2CCCCN2C(=O)C2CC2)on1 (configuration not stated)	15µM*
Cn1c(SCC(=O)NCc2ccco2)nnc1-c1cccc(NC(=O)c2ccccc2)c1	-2%
O=C(CNc1cc(S(=O)(=O)N2CCOCC2)ccc1N1CCCC1)Nc1ccc(Cl)cc1	18µM*
O=C1CC2(CCCCC2)CC(=O)N1CCc1ccccc1	-27%
CCOC(=O)C1=C(C)N(Cc2ccccc2)C(=O)NC1c1ccccc1OS(=O)(=O)c1ccccc1[N+](=O)[O-] (configuration not stated)	9.2µM*
CCCC(=O)N1CCCC(C(=O)c2cccc(OC(C)C)c2)C1 (configuration not stated)	?
O=C([C@@H]1C[C@@H](Sc2nc3ccccc3[nH]2)CN1Cc1ccc(Cl)cc1)N1CCN(c2ccccc2F)CC1	21µM*
CN1CCC(N2CCN(C3CN(Cc4ccccc4)S(=O)(=O)C3)CC2)CC1 (configuration not stated)	6%
O=C(c1ccccc1Cl)N1CCN(c2ncccn2)CC1	5%
COc1cc(NC(=O)Nc2nc(C(N)Cc3ccc(C(F)(F)F)cc3)cs2)cc(OC)c1OC (configuration not stated)	12µM*
O=C(Nc1ccc(Nc2ccccc2)cc1)c1ccc(Cl)cc1Cl	?
OCCN1CCN(c2ncnc3c2ncn3[C@H]2CN(Cc3cccs3)C[C@@H](CO)O2)CC1	-1%
CC(C)NC(=O)N1Cc2cc(C(=O)NCC(F)(F)F)nc(-c3cccc(-c4cc5ccccc5o4)c3)c2[C@@H]1CCO	?
COc1ccc(C(=O)N2CCCCC2c2cc(C(=O)NCc3cccnc3)no2)cc1 (configuration not stated)	-25%

An excerpt of these results, field by field:
O=C(c1ccccc1Cl)N1CCN(c2ncccn2)CC1
  TDP1 cell noCPT = 5%

CCOC(=O)C1=C(C)N(Cc2ccccc2)C(=O)NC1c1ccccc1OS(=O)(=O)c1ccccc1[N+](=O)[O-] (configuration not stated)
  TDP1 cell noCPT = 9.2µM*

Next records follow.
SMILES	TDP1 cell noCPT
O=C(NCC1CCCCC1)NCC1CCCCC1	?
COc1ccc(CC(=O)NO)cc1	?
C1=Cc2ccccc2/C1=C/c1ccc2c(c1)OCO2	-21%
CC(OC(=O)c1nc(Cl)ccc1Cl)C(=O)NCc1ccccc1 (configuration not stated)	-10%
CCN(CC)CCn1c(=S)[nH]c2cc(C(=O)NCCc3ccc(OC)c(OC)c3)ccc2c1=O	-1%
COC(=O)c1sccc1S(=O)(=O)Nc1ccc(C(O)(C(F)(F)F)C(F)(F)F)cc1	21µM*
CCCNc1nc(Nc2ccc([N+](=O)[O-])cc2)nc(N2CCOCC2)n1	14µM*
COc1ccc(S(=O)(=O)N2CCOC2CNC(=O)C(=O)NCc2ccc3c(c2)OCO3)cc1 (configuration not stated)	-28%
COc1ccc(-c2nc3ccc(Br)cn3c2Cc2cccc(F)c2)cc1OC	?
CCCCOCCCNC(=O)C[C@@H]1C[C@@]2(C(=O)OCC)CCCC=C2N(CCC2=CCCCC2)C1=O	18µM*
CC1(C)N=C(SCc2ccc(Cl)cc2)c2ccccc2N1	?
Cc1sc2ccccc2[n+]1CCc1ccccc1	3.2µM*
Cc1ccc(NC(=O)C2(C)CCN2C(=O)Cc2cc(F)ccc2F)cc1 (configuration not stated)	?
Cc1ccc2nc3n(c(=O)c2c1)-c1cc2ccccc2cc1C(=O)NC3CC(C)C (configuration not stated)	16µM*
Clc1cc(/C=N\NC2=NCCN2)cc(Cl)n1	?
C[C@H]1CN([C@@H](C)CO)S(=O)(=O)c2ccc(C#Cc3ccccn3)cc2O[C@@H]1CN(C)C(=O)C1CC1	16µM*
N#CC1(Nc2ccc(S(N)(=O)=O)cc2)CCCC1	?
CCN(C(=O)CSc1nc2ccc([N+](=O)[O-])cc2s1)c1c(N)n(Cc2ccccc2)c(=O)[nH]c1=O	-21%
O=S1(=O)CC(N2CCN(CCO)CC2)CN1Cc1ccccc1 (configuration not stated)	-2%
C[C@H]1COc2cc(N(C)CCO)ccc2S(=O)(=O)N1	-1%
O=c1[nH]c(=O)c2[nH]c(=S)[nH]c2[nH]1	16%
COc1ccc(O)c(CN2CCC3(CCC(CNC(=O)c4ccccc4)O3)CC2)c1 (configuration not stated)	?
NC(c1csc(NC(=O)Nc2ccccc2Cl)n1)C1CCCCC1 (configuration not stated)	16µM*
Cc1csc(N=Cc2ccc([N+](=O)[O-])o2)n1	10µM*
O=C(NC(Cc1ccc(O)cc1)C(=O)N=Nc1c(O)[nH]c2ccccc12)c1ccccc1 (configuration not stated)	-19%
O=[N+]([O-])CC(c1ccccc1)c1c[nH]c2ccccc12 (configuration not stated)	5.8µM*
COc1ccc2oc3cc(Cl)ccc3c(=O)c2c1	-16%
CN(CCc1ccccc1)C(=O)c1cccc(NC(=O)Cc2cccc(NC(=O)C3CCCN(S(=O)(=O)c4cccc([N+](=O)[O-])c4)C3)c2)c1 (configuration not stated)	?
O=[N+]([O-])c1ccc(F)c(CN2CCN(c3ncc(Cc4ccccc4)cn3)CC2)c1	21µM*
Cc1cc(C)c(S(=O)(=O)Nc2ccc3oc4c(c3c2)CCCC4)cc1C	?
CCOC1=C2CN(S(=O)(=O)c3ccc(C)cc3)C(c3ccccc3)CC2N(S(=O)(=O)c2ccccc2Cl)C(c2ccccc2)C1 (configuration not stated)	-4%
CCc1c(C)nc2[nH]ncn2c1=O	-5%
O=C(O)C1=CCCc2ccc(F)cc21	-13%
CCN(CC)c1ncnc2c1ncn2[C@H]1CN(CCOC)C[C@@H](CO)O1	-20%
COCc1ccc(CN2CCOc3c(cc(-c4cc(C)c5cccc(OC)c5n4)cc3OC)C2)o1	21µM*
CCCNC(=O)C1(C)CCCN(C(=O)c2ccc(F)c(Cl)c2)C1 (configuration not stated)	-20%
Cc1cnc(N=Nc2ccccc2)[nH]1	?
CN(CC(=O)C(C(N)=O)c1ccccc1)c1ccccc1 (configuration not stated)	-22%
C[C@H]1CN([C@@H](C)CO)C(=O)c2cc(Br)cnc2O[C@@H]1CN(C)C(=O)c1ccncc1	-3%
NC(=O)c1ncn([C@@H]2O[C@H](CNCc3cc(Cl)ccc3OCc3ccc(Cl)cc3)[C@@H](O)[C@H]2O)n1	0%
O=C1CC(=O)OC(c2ccc([N+](=O)[O-])cc2)O1	2.3µM*
Cc1cn([C@H]2C[C@H](O)[C@@H](CNCc3ccccc3)O2)c(=O)[nH]c1=O	-10%
CN(C)c1ccc(N=Cc2ccncc2)cc1	5.6µM*
Cc1cccc(OCC(=O)Nc2nonc2NC(=O)COc2cccc(C)c2)c1	?
COc1ccc(-n2nnnc2C(c2ccccc2OC(F)(F)F)N2CCN(C/C=C/c3ccccc3)CC2)cc1 (configuration not stated)	16µM*

In the list so far, 4 have an aryl thioether with sulfur outside any ring:
SMILES	TDP1 cell noCPT
CC(CSC(=O)c1ccccc1)C(=O)N1C[C@@H](Sc2ccccc2)C[C@H]1C(=O)O (some centres not stated)	-4%
Cn1c(SCC(=O)NCc2ccco2)nnc1-c1cccc(NC(=O)c2ccccc2)c1	-2%
O=C([C@@H]1C[C@@H](Sc2nc3ccccc3[nH]2)CN1Cc1ccc(Cl)cc1)N1CCN(c2ccccc2F)CC1	21µM*
CCN(C(=O)CSc1nc2ccc([N+](=O)[O-])cc2s1)c1c(N)n(Cc2ccccc2)c(=O)[nH]c1=O	-21%

More records follow.
SMILES	TDP1 cell noCPT
CC(C)C(=O)N1CCC1(C)C(=O)NCc1cc(Cl)ccc1F (configuration not stated)	-26%
OC(c1ccccc1)c1nc(-c2cc(F)cc(F)c2)cs1 (configuration not stated)	?
C[C@]12CCC(=O)C=C1[C@@H]1C[C@@H]1[C@H]1[C@@H]3[C@@H]4C[C@@H]4[C@@]4(CCC(=O)O4)[C@@]3(C)CC[C@@H]12	7.5µM*
CCCn1c(=N)c(C(=O)NCc2cccnc2)cc2c(=O)n3cccc(C)c3nc21	0%
CCOC(=O)N1CCN(C(=O)C[C@@H]2C[C@@]3(C(=O)OCC)CCC=C3N(Cc3ccco3)C2=O)CC1	-13%
COc1ccc(OC)c(C(O)c2ncc(-c3ccc(C(F)(F)F)cc3)[nH]2)c1 (configuration not stated)	?
COc1ccc(-c2cc(C(=O)NCc3cccc(C(F)(F)F)c3)[nH]n2)c(C)c1	?
CCCCN1C(=O)c2cccc3cc(O)cc(c23)C1=O	?
Cc1ccccc1S(=O)(=O)NC(=O)C1(C)CCN1C(=O)c1cccc2ccccc12 (configuration not stated)	-2%

Compounds above with a COOH group:
SMILES	TDP1 cell noCPT
O=C(O)c1ccc([N+](=O)[O-])c2c1C(=O)c1ccccc1C2=O	-22%
O=C(O)c1ccc(NN=CC2=C(N3CCOCC3)/C(=C/c3ccccc3)CC2)cc1	3.3µM*
O=C(O)C(=Cc1ccnc2ccccc12)C(=O)O	-13%
CC(CSC(=O)c1ccccc1)C(=O)N1C[C@@H](Sc2ccccc2)C[C@H]1C(=O)O (some centres not stated)	-4%
O=C(O)C1=CCCc2ccc(F)cc21	-13%
